Compound activity (PubChem)
Hsp70 activator = transcriptional activators of Hsp70. 200,000 compounds, 0.04% hits. AID 1203. activation, % at 10 µM. HeLa Hsp70 promoter luciferase reporter, luminescence; scaled: vehicle 0, proteasome-inhibitor control 100%;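 active = activation above the mean across all tested compounds plus 3 SD, cutoff set per campaign, cut at about 5.5% in these data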;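 note: 100% = MG132 at 30 µM as the positive control and 0% = DMSO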
Diaph inh CS = counter-screen for diaphorase-based assays: diaphorase inhibitors and chemical oxidizers. 190,000 compounds, 0.69% hits. diaphorase resazurin-to-resorufin fluorescence, NADH, 16 min; bacterial (C. kluyveri) enzyme, not human. inhibition, % at 20 µM;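 active = primary screen inhibition at 20 µM above a set limit, cut at about 50% in these data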;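 note: plate controls were DMSO with full reaction for no effect and wells lacking NADH for full effect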
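Test system: Clostridium kluyveri diaphorase enzyme / Quantity: diaphorase at 0.14 U/mL in enzyme working solution / Incubation: 16-min room-temperature incubation before reading / Benchmarks: NADH-free wells as positive control, DMSO-only neutral wells / Signal: resorufin fluorescence 544/590 nm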
RAM network inh = inhibitors of the yeast RAM network; inhibition, % at 50 µM; S. cerevisiae dse1pr::URA3 reporter, 5-FOA growth OD615, 2 d; analog-sensitive cbk1-as2 kinase mutant strain; 190,000 compounds, 1.8% hits;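 active = inhibition above a set limit, 3 SD over mean compound inhibition, cut at about 8.4% in these data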;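 note: 0% = DMSO-only wells with no growth and 100% = 10 µM 1-NA-PP1 full growth; inhibition rescues growth on 5-FOA so higher OD means more RAM inhibition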
G6PDH counter = inhibits Leuconostoc G6PDH, flagging false hits in G6PDH-based assays. 200,000 compounds, 0.12% hits. AID 1020. inhibition, % at 5 µM. Purified L. mesenteroides G6PDH, diaphorase/resazurin coupled fluorescence, 45 min
Diaph act CS = activates diaphorase or chemically reduces, flagging diaphorase assay artifacts; Diaphorase/resazurin coupled assay, resorufin fluorescence, 16 min; active compounds read high; 1 = vehicle wells, 0 = NADH-free wells; activation factor at 20 µM; 190,000 compounds, 0.005% hits;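 active = diaphorase activity raised at least twofold by the compound at 20 µM; inactive = activation factor below 2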
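Measured by – red resorufin fluorescence at 544/590 nm excitation/emission · Test system – Clostridium kluyveri diaphorase, purified enzyme · Incubation – reaction time 16 min, room temperature · Buffer or medium – 50 mM HEPES pH 7.4 with 4.542 mM MgCl2, 0.005% Tween 20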
PMI act satM6P = activators of human phosphomannose isomerase at near-saturating mannose 6-phosphate; activation factor at 20 µM; P34949; coupled PMI enzyme assay, resazurin fluorescence, 20 min; active compounds read high; 1 = untreated enzyme, 0 = substrate-free blank; 190,000 compounds, 0.34% hits;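 active = activation factor of 2 or more at 20 µM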
Target sequence (P34949 whole entry, looked up): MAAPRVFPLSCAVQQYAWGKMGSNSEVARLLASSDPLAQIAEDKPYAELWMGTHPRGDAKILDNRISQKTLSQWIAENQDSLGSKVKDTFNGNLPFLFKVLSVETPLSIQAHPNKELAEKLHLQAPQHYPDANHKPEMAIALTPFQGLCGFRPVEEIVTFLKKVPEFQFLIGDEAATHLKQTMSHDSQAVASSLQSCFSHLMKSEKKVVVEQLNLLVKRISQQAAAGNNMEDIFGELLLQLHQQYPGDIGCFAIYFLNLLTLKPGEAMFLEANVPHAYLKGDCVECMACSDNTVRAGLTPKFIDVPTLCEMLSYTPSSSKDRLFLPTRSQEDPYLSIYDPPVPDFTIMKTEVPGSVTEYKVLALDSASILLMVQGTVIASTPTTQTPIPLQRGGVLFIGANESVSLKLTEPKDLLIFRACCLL
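assay system = human phosphomannose isomerase with PGI, G6PDH, diaphorase coupling enzymes | quantity = 15 ng/mL PMI | incubation = enzyme reaction with compound 20 min at room temperature | medium = HEPES pH 7.4 buffer with MgCl2 and Tween-20 | compound dosing = one concentration, 20 µM, in 1% DMSO | measured by = Diaphorase-driven resazurin-to-resorufin fluorescence, excitation 544, emission 590 nm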
L major viab = Leishmania major promastigote growth inhibition; Leishmania major promastigotes, resazurin fluorescence viability; inhibition, % at 10 µM; 200,000 compounds, 9% hits; AID 1063;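 note: promastigotes grown with compound for 44 hours at 28 °C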
DTT redox prof = compounds producing H2O2 with reducing agent – biochemical, NIH compound library profiling, artefact control for MLSCN library redox annotation, primary screen. DTT-dependent redox cycling H2O2, phenol red/HRP absorbance; 100% = 100 µM peroxide control, 0% = buffer. activation, % at 10 µM. 200,000 compounds, 0.03% hits. AID 878;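 active = activation of at least 50% relative to the plate's high and low controls in the primary single-dose screen; inactive = activation below 50%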;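 note: compound incubated with DTT at 0.8 mM final as the reducing agent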
S1P3 antag = S1P3 (human) receptor antagonism. CHO S1P3 NFAT-BLA reporter, FRET fluorescence, antagonist mode. inhibition, % at 4.98 µM. 170,000 compounds, 0.27% hits. Q99500;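 active = inhibition above the plate cutoff, the mean inhibition of test wells on that plate plus 3 SD, cut at about 28% in these data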;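 note: cells challenged with S1P at its EC80 of 0.8 µM; blue over green emission ratio from cleaved BLA substrate after 4 h stimulation; 0% = S1P-stimulated wells and 100% = unstimulated DMSO-only wells; some compounds past the cut are filed as inactive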
Target sequence (Q99500 whole entry, looked up): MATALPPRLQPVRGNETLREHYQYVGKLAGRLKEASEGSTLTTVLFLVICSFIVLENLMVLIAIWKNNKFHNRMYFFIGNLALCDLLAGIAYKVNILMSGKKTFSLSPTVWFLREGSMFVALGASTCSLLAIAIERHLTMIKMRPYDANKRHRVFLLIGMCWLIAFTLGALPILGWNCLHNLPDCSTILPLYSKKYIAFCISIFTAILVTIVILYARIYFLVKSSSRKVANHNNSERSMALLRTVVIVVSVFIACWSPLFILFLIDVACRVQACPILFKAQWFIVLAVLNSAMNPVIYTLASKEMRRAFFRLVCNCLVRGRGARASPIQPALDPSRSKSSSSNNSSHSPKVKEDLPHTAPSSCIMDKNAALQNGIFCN
PMI act = increases human mannose-6-phosphate isomerase activity; purified human PMI, coupled resazurin fluorescence, 20 min; active compounds read high; 1 = vehicle control, 0 substrate-free wells; P34949; 190,000 compounds, 0.005% hits; activation factor at 20 µM;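 active = activation factor of 2 or more at 20 µM, relative to plate controls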
TLR4-MyD88 BLA = inhibitors of human TLR4-MyD88 binding; O00206+Q99836; HeLa CL3-4 TLR4/MyD88 BLA complementation, FRET ratio; inhibition, % at 8.4 µM; 200,000 compounds, 0.18% hits; in the data active = inhibition above about 25%;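 note: 0% = vehicle and 100% = reference inhibitor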
* marks the source's active call; other numbers are inactive results; nt = not tested or not shown. Cut-off read from the data, not from the text of the source, unless noted: active = inhibition above about 50%; inactive = the rest.

Each structure is followed by: Hsp70 activator, Diaph inh CS, RAM network inh, G6PDH counter, Diaph act CS, PMI act satM6P, L major viab, DTT redox prof, S1P3 antag, PMI act, TLR4-MyD88 BLA
Cc1nc2cc(NC(=O)Nc3cccc4ccccc34)ccc2n1C
    0.3, 17, 1.1, 8, 0.8, 0.8, -6, -1.1, -18, 0.9, -5
O=C(C[n+]1ccc2ccccc2c1)Nc1cc(C(F)(F)F)ccc1Cl
    -0.2, -2, 1.1, -10, 1, 1.1, -1, -0.4, 6, 1.2, -9
Cc1ccc(C)c(NC(=S)NCC(c2cccnc2)N2CCOCC2)c1 (stereo unspecified)
    -0.4, 7, 0.9, -4, 0.9, 1, 0, 0.7, 9, 0.9, 0
Cc1sc(C(=O)Nc2ccc3ccccc3c2)cc1CC(=O)O
    0.0, 21, 7.6, 5, 0.8, 0.8, -5, -1.5, -7, 0.9, -17
Cc1ccccc1NC(=O)CC1S/C(=N/c2nccs2)N(C)C1=O (stereo unspecified)
    -0.4, 5, -0.2, 3, 1, 1, 1, 0.4, nt, 1, -4
CN1CCN(CCC(=O)Nc2ccc(C3CCCC3)cc2)CC1
    -0.2, 17, 0.0, 16, 0.8, 1, -2, -1.6, -9, 1, -10
O=C(OCC#CCSc1nnc(-c2ccccc2)o1)c1cc2ccccc2o1
    -0.1, 7, 5.2, 7, 0.9, 1, -2, 0.2, nt, 1, 11
Cc1cc(CCC(=O)O)c(C)cc1CCC(=O)O
    -0.2, -1, -0.9, 5, 1, 1.1, -7, 1.4, nt, 1.1, 2
Cc1ccnc(NS(=O)(=O)c2ccc(NS(=O)(=O)c3cccs3)cc2)n1
    -0.3, 5, -0.1, 3, 1, 1.1, 4, 2.4, -2, 1.1, -6
COc1ccc(/C=C\C(=O)c2c(O)ccc3c(C)cc(=O)oc23)cc1
    -0.1, 7, 1.7, 1, 0.9, 0.9, 100*, 0.2, nt, 0.9, 2
Cc1ccccc1Cn1nc(C)c(NC(=O)C2c3ccccc3Oc3ccccc32)c1C
    -0.2, 8, 4.7, -11, 0.9, 1, 84*, 0.2, -1, 0.9, 2
CC(C)(C)NC(=O)c1ccc2c(c1)N(CC(=O)N1CCN(c3ccccc3F)CC1)C(=O)C(C)(C)O2
    0.0, 11, 0.3, 2, 0.9, 1, 0, -0.8, 7, 1.1, -3
CCOc1cc(S(=O)(=O)n2nc(C)cc2C)ccc1Br
    0.1, 8, 0.6, 0, 0.9, 1, 11, -0.8, 1, 1, -14
COC(=O)c1[nH]c2cccc(OC)c2c1NC(=O)CN1CC2(C)CC1CC(C)(C)C2 (stereo unspecified)
    0.0, 16, 0.3, -7, 0.8, 0.9, -3, 0.1, 4, 0.9, -6
CCSC(=O)CCCCCCCCCCCO
    0.2, 17, 0.5, 6, 0.8, 0.9, 25, -5.5, nt, 1, -5
O=C(CSc1nc2ccccc2[nH]1)c1ccco1
    0.1, 21, 2.5, 0, 0.8, 0.8, -4, 2.6, 14, 1, 2
CCc1cc(-c2n[nH]c(=S)n2Cc2ccccc2)cs1
    -0.3, 11, 3.1, -4, 0.9, 0.9, -9, -0.5, nt, 0.9, 7
O=C(CN1CCCCC1)NC(=O)NC1CCCC1
    0.0, 8, 0.8, 2, 0.9, 0.9, -2, 0.3, -2, 0.9, -18
CC(=O)Nc1ccc(C(=O)CSc2nnc(Cc3ccccc3)o2)cc1
    -0.3, 3, 1.3, 8, 1, 1.1, -4, -0.1, nt, 1, -5
Cc1ccc(SCCC(=O)N/N=C/c2cccnc2)cc1
    -0.1, 19, -0.4, 0, 0.8, 1.1, 4, -0.6, 11, 1.1, 2
COCCC1CCCCN1C(=O)c1cccc(OC2CCN(C3CCCC3)CC2)c1 (stereo unspecified)
    0.0, 12, 1.1, 9, 0.9, 1, 10, -0.5, 4, 0.9, 4
N/C(=N\c1nc2ccccc2o1)NC(=O)c1ccc(Cl)cc1
    0.1, 15, 0.8, 16, 0.8, 0.9, 17, 0.1, -10, 1, -6
Cc1ccc(N/C(N)=N/c2nc(C(F)(F)F)cc(C(F)(F)F)n2)cc1
    -0.3, -2, 2.3, 2, 1, 1.1, 4, -1.2, -7, 1.1, 0
COc1ccc(-c2noc(CN(C(=O)c3cccs3)C(C)C)n2)cc1
    0.2, -11, 0.5, 10, 1.1, 1, 4, 2.1, nt, 1, 5
O=C(c1ccc(Cl)cc1)C1CCCN(Cc2cnn(-c3ccccc3)c2)C1 (stereo unspecified)
    -0.3, 22, 0.2, 11, 0.8, 1.1, 84*, 1.4, 7, 0.9, -2
COC(=O)c1c(NC(=O)CSc2nc3ccccc3c(=O)n2-c2ccccc2)sc(C)c1C
    -0.1, 26, 5.4, -5, 0.7, 0.9, 99*, 1.3, 4, 0.9, -4
NC(=O)CSc1nc2c(c(=O)n1-c1ccccc1)C1(CCCCC1)Cc1ccccc1-2
    -0.2, 25, 8.1, -23, 0.7, 0.9, 11, -0.7, -13, 0.9, -9
COC(=O)Cc1c(C)c2cc(Cl)c(OC(=O)c3ccco3)cc2oc1=O
    -0.1, 3, 1.6, 1, 1, 1, -3, 0.6, -16, 1, -1
CC(C)C(C(=O)NCc1ccco1)N(CC1CCCO1)C(=O)CNS(=O)(=O)c1ccccc1 (stereo unspecified)
    -0.1, 1, 0.2, 10, 1, 1, 0, 0.0, -9, 1, -14
C=CC(c1ccccc1)C(C(=O)c1ccccc1)N(C)C (stereo unspecified)
    -0.3, 8, 3.2, 14, 0.9, 0.9, 9, -1.6, 21, 0.9, -5
O=c1cc(-c2ccc(F)cc2)[nH][nH]1
    -0.4, 5, 1.1, 5, 0.9, 0.8, -8, -0.5, -15, 0.9, -19
O=C(Nc1nc(-c2cccs2)cs1)c1ccco1
    0.1, 16, 0.7, 1, 0.8, 0.9, 3, -0.8, -1, 0.9, 0
CC(=O)c1ccc(NC(=O)CCC(=O)OCC(F)(F)C(F)F)cc1
    0.2, 9, 0.9, 16, 0.9, 1, -6, 0.1, -42, 1.1, -12
Cc1cccc(-c2n[nH]c(=S)n2Cc2ccccc2)c1
    -0.5, 3, 1.6, 10, 1, 1, -8, 0.3, nt, 1, -2
COc1ccc(CCNC(=O)CN(CCc2ccccc2)S(C)(=O)=O)cc1OC
    -0.2, 0, 0.2, 0, 1, 1.1, -4, -1.5, -13, 1.1, -16
O=c1[nH]c(-c2cccnc2)nc2sc(-c3ccccc3)cc12
    0.1, 8, -0.4, -3, 0.9, 1.1, -6, -1.0, -14, 1.1, -5
COc1cc2c(cc1OC)C(C)N(C(=O)c1cccc([N+](=O)[O-])c1)CC2 (stereo unspecified)
    -0.3, -10, 0.5, 13, 1.1, 1.1, 4, -1.0, -3, 1.2, 6
CN(C)c1nc(N)nc(CSc2nnnn2-c2cccc3ccccc23)n1
    -0.4, 18, 3.4, 3, 0.8, 1, 4, -0.1, -3, 0.9, 8
CC1Cc2ccccc2N1C(=O)COC(=O)Cn1cnc2ccccc2c1=O (stereo unspecified)
    -0.3, 9, 2.2, 6, 0.9, 0.9, -6, -1.6, -27, 1, -15
CCOC(=O)NC(=O)CSc1cc(C)c2cc(C)cc(C)c2n1
    -0.2, -8, 4.8, 7, 1.1, 1.6, 0, 0.1, -15, 1.4, -2
CCOc1ccccc1NC(=O)c1ccccc1-c1nc(-c2ccccc2OC)no1
    -0.2, 28, 4.0, 6, 0.7, 0.9, 19, -2.4, -8, 0.9, -5
COCCCNc1nc2c(-c3ccc(Cl)cc3)nnn2c2ccccc12
    -0.3, 10, 3.0, 14, 0.9, 1, -4, 1.3, -16, 1, 1
COc1ccc(S(=O)(=O)N2CCN(C(=S)NC3CCCCC3)CC2)cc1
    0.4, -1, 3.9, 2, 1, 1.1, 12, 1.5, 4, 1, -19
Cc1c(Br)c([N+](=O)[O-])nn1CCCC(=O)N1CCN(c2ccccc2)CC1
    -0.5, 13, 5.5, -17, 0.9, 1, 70*, -0.2, -4, 0.9, -8
CC(C)(C)N1C(=O)c2ccc(C(=O)NCc3ccco3)cc2C1=O
    -0.3, 13, -0.1, 8, 0.9, 1, -1, 0.0, -2, 0.9, 13
CCCN1Cc2cccc(C(=O)N3CCN(c4ccc(OC)cc4)CC3)c2C1=O
    -0.4, 1, 1.0, 12, 1, 0.9, -11, -0.2, 9, 1, -3
CN1CCC(N(C)C(=O)COc2ccccc2-c2ccccc2)CC1
    -0.1, -2, -0.9, 3, 1, 1, 31, 3.0, 4, 1.1, 9
COc1ccc2c(c1)C(C)=CC(C)(C)N2S(=O)(=O)c1ccc(C)cc1
    0.1, 24, 8.0, 10, 0.8, 0.8, 98*, -0.2, 19, 0.8, 8
CCCN(CCC)C(=O)c1cc(-c2ccc3c(c2)OCO3)nc2ccccc12
    -0.1, 19, 1.7, 8, 0.8, 0.9, 41, 0.3, nt, 0.9, -1
O=c1c(Cl)c(N2CCOCC2)cnn1-c1ncc(C(F)(F)F)cc1Cl
    -0.1, -5, 1.2, 2, 1.1, 1, 7, 0.2, -1, 1, 6
CCN(CC)C(=O)C1CCCN(Cc2ccc3c(c2)OCO3)C1 (stereo unspecified)
    -0.2, -3, 0.5, 1, 1, 1.1, 44, -15, nt, 1.1, -5
O=C1c2cccc3cccc(c23)C(=O)N1CC1CCCO1 (stereo unspecified)
    -0.1, -18, 0.8, 8, 1.2, 1.1, 1, -1.0, 1, 1.2, -20
CCc1nnc(NC(=O)CCN2C(=O)c3ccccc3S2(=O)=O)s1
    -0.3, 11, 4.6, 1, 0.9, 0.9, -1, 1.7, 11, 0.9, 3
Cc1cc(NC(=O)Cc2cn3ccsc3n2)n(-c2ccccc2)n1
    -0.2, 22, 2.3, 3, 0.8, 0.9, -3, -3.6, -10, 0.9, 4
CCCCNC(=O)NC1CCCC1
    -0.2, 15, 1.2, 8, 0.9, 1, -1, 0.0, -2, 0.9, -8
COc1ccc([N+](=O)[O-])cc1NC(=O)CSCc1cc(C)cc(C)c1
    -0.2, 23, 2.5, -11, 0.8, 0.9, 6, -0.1, 2, 0.8, -3

Three compounds from above, sorted by their value in PMI act satM6P, falling:
| Compound | PMI act satM6P |
| --- | --- |
| CC(=O)Nc1ccc(C(=O)CSc2nnc(Cc3ccccc3)o2)cc1 | 1.1 |
| COC(=O)c1[nH]c2cccc(OC)c2c1NC(=O)CN1CC2(C)CC1CC(C)(C)C2 (stereo unspecified) | 0.9 |
| O=c1cc(-c2ccc(F)cc2)[nH][nH]1 | 0.8 |
